# Screens from PubChem BioAssay.
# HRas wt GTP bind: changes GTP binding to wildtype human HRas | 0.14% of 190,000 active | GTP binding activity, % at 10 µM | GST-Ras wt beads, Bodipy-FL-GTP binding, flow cytometry; actives lie on both sides | P01112;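 active = GTP binding activity at least 20% away from the 100% baseline, either lowered as inhibitor or raised as activator; inconclusive = flagged as likely green fluorescent, judged across all proteins in the well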;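 note: 0% = unlabeled GTP competition control and 100% = no-compound control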
# Target sequence (P01112 whole entry, looked up): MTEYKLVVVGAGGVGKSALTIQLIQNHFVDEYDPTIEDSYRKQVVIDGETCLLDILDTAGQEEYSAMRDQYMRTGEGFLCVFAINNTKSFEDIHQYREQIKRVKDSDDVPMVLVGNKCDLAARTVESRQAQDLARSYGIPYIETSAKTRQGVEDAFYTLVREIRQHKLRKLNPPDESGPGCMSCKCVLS
# Rac1 act GTP bind: human Rac1 activated mutant GTP binding change; GST-Rac1 activated beads, fluorescent GTP binding, flow cytometry; actives lie on both sides; 100% means binding = to untreated wells; percent activity (GTP binding), % at 10 µM; 0.11% of 190,000 active; AID 764;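 active = GTP binding at least 20 percentage points away from the 100% baseline, in either direction, so actives lie on both sides; inconclusive = Compound likely fluorescent itself, or too few beads counted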
# Mcl1-Noxa inh: Mcl-1/Noxa interaction inhibition; TR-FRET Mcl-1/Noxa peptide binding, 2 h; Q07820; inhibition, % at 21.7 µM; AID 1022; 1.5% of 220,000 active;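 active = compounds that cut the protein-peptide binding signal by more than 50% relative to plate controls in a single-dose test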;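 note: His-tagged Mcl-1 with rhodamine Noxa BH3 peptide and terbium anti-His antibody; 0% = Mcl-1 plus Noxa peptide wells and 100% = peptide-only wells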
# Target sequence (Q07820 whole entry, looked up): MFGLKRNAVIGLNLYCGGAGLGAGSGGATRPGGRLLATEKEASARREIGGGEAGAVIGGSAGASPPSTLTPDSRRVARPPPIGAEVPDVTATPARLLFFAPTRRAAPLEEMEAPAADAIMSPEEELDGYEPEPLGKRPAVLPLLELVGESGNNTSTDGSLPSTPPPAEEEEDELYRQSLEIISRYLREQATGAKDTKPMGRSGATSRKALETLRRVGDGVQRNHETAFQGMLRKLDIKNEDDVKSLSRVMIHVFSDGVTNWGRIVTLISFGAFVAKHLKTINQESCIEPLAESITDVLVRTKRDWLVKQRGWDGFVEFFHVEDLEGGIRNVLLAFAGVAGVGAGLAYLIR
# Rac1 wt GTP bind: modulators of human Rac1 wildtype GTP binding. P63000. GST-Rac1 beads, fluorescent GTP binding, flow cytometry; actives lie on both sides; 0 = cold GTP competed, 100 = untreated. GTP binding activity (% of control), % at 10 µM. 0.27% of 190,000 active. AID 757;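 active = GTP binding activity at least 20 points away from the 100% control level, either lower or higher; inconclusive = compound flagged as likely green fluorescent, judged across all proteins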
# Cdc42 wt GTP: changes GTP binding to wildtype human Cdc42; P60953; GST-Cdc42 beads, Bodipy-GTP binding, flow cytometry; actives lie on both sides; percent activity (GTP binding), % at 10 µM; 0.2% of 190,000 active; AID 761;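 active = percent activity GTP binding at least 20 points away from the 100% baseline, either down as inhibitor or up as activator; inconclusive = compound flagged as likely green fluorescent from well-wide comparison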;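 note: median bead fluorescence of bound Bodipy-FL-GTP at 100 nM; 0% = excess unlabeled GTP control and 100% = no compound control; below 100% means less GTP binding so inhibitor and above means activator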
# Target sequence (P60953 whole entry, looked up): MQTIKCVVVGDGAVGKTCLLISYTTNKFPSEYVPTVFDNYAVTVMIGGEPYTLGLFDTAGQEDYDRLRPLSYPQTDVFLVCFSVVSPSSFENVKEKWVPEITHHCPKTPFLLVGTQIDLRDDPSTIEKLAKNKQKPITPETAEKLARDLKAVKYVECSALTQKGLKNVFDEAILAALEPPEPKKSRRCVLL
# Rab2A wt mod: changes GTP binding to wildtype dog Rab2A, up or down. P61105. GST-Rab2 wt beads, Bodipy-GTP binding, flow cytometry. GTP binding activity, % at 10 µM. 0.19% of 190,000 active;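 active = GTP binding activity at least 20 points away from 100%, either lowered or raised; inconclusive = signal likely due to the compound's own green fluorescence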;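 note: 0% = beads with excess unlabeled GTP and 100% = no-compound control corrected for plate trend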
# Avidin fluor: avidin bead compound fluorescence profile; 0.38% of 220,000 active; Avidin beads, compound fluorescence 488/530 nm, flow cytometry; active compounds read high; fluorescence (KMESF) at 10 µM; in the data active = fluorescence above about 47; note: inactives centre near 10
# Mcl1-Bid inh: Mcl-1/Bid interaction inhibition; inhibition, % at 21.7 µM; 0.97% of 220,000 active; Q07820; TR-FRET Mcl-1/Bid-Dy647 peptide binding, 1536-well; AID 1021;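 active = compounds that cut the binding signal by more than half at the single screening dose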;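 note: His-tagged Mcl-1 with europium anti-His antibody binding Bid BH3 peptide; 0% = Mcl-1 plus peptide wells and 100% = peptide-only wells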
# GSH bead fluor: compound fluoresces at 488/530 nm on GSH beads; GSH beads flow cytometry, compound fluorescence 488/530 nm; active compounds read high; 0.25% of 190,000 active; fluorescence (KMESF) at 10 µM; AID 1776; in the data active = fluorescence above about 89;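 note: glutathione beads carrying GST-tagged Bcl family fusion proteins plus one bare bead set; values are compound well signal with DMSO vehicle wells as background; inactives centre near 16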
# Rab7 wt modul: alters GTP binding to wildtype dog Rab7 | GTP binding activity (percent of control), % at 10 µM | GST-Rab7 beads, fluorescent GTP binding, flow cytometry; actives lie on both sides; untreated = 100%, excess cold GTP = 0% | 0.055% of 190,000 active;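 active = fluorescent GTP binding to Rab7 beads changed by at least 20 points from the 100% baseline, either direction, mostly lower; inconclusive = compound itself probably fluorescent, or too few beads counted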;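 note: median green fluorescence of bound Bodipy-FL-GTP per Rab7 bead population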
# Pf gametocyte: kills late stage P. falciparum gametocytes; P. falciparum stage V gametocytes, ATP luminescence, 24 h; inhibition, % at 10.9 µM; 0.065% of 150,000 active;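 active = inhibition above the mean plus 3 SD of compounds within the control limits, set per campaign, cut at about 38% in these data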;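 note: 0% = DMSO wells and 100% = medium only without gametocytes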
# Active calls of the source: *; ? = inconclusive; / = not tested or not shown.
SMILES,HRas wt GTP bind,Rac1 act GTP bind,Mcl1-Noxa inh,Rac1 wt GTP bind,Cdc42 wt GTP,Rab2A wt mod,Avidin fluor,Mcl1-Bid inh,GSH bead fluor,Rab7 wt modul,Pf gametocyte
O=C(CSc1cccc2cccnc12)OCC(=O)c1ccccc1,103,103,-7,106,104,100,13,-22,8,98,/
COc1ccc(S(=O)(=O)N2CCCC2)cc1C(C)C,96,96,0,99,95,93,9,-16,17,98,-14
FC(F)Oc1ccc(NC(=S)NCc2ccccc2)cc1Cl,101,99,14,104,103,101,6,-57,17,99,/
O=C(Oc1ccc2c3c(c(=O)oc2c1)CCCC3)c1ccco1,97,94,7,94,97,94,10,3,25,97,-22
Cc1ccccc1NC(=O)CSc1nc(N)c2c3c(sc2n1)CSC(C)(C)C3,102,99,-29,103,97,100,12,6,12,104,/
Cc1cc(NC(=O)CSc2nc3c(cc2C#N)CCCCC3)no1,96,97,0,100,100,94,13,-3,19,94,-1
Cc1ccccc1Cc1c(C)nc2ncnn2c1C,106,99,-19,105,105,109,13,-21,15,108,/
CN(Cc1ccccc1)c1ccc([N+](=O)[O-])cc1C(=O)O,101,103,5,105,105,103,12,-1,23,102,-3
Cc1cc(C)nc(N2CCCC(CCC(=O)NCc3ccc(F)c(F)c3)C2)n1 (centres undefined),98,92,9,97,95,100,3,-15,9,105,-21
Cc1ccc(-n2c(C)nn(CC#N)c2=O)cc1,98,96,11,98,96,98,10,-19,18,101,-10
CCC/C(O)=C1\C(=O)CCCC1=NCCCCCC(=O)O,108,104,-29,108,108,107,8,-24,13,107,/
CCCC1C(C(=O)OCC)=C(C)NC(C)=C1C(=O)OCC,101,99,2,102,100,100,9,-100,18,102,-30
CCOCCCNC(=O)C(c1ccc(Cl)cc1)N1CCC2(CC1)OCCO2 (centres undefined),100,97,10,104,101,99,32,-9,25,100,/
O=C(NCC1CCCO1)C(=Cc1cccc([N+](=O)[O-])c1)C(=O)NCC1CCCO1 (centres undefined),99,99,-2,104,96,97,1,8,17,97,19
COc1ccc(-n2nnnc2SCC(=O)N2CCCC2)cc1OC,106,99,2,112,110,105,22,-19,11,108,/

# Of the compounds above, these contain a halogen.
SMILES,HRas wt GTP bind,Rac1 act GTP bind,Mcl1-Noxa inh,Rac1 wt GTP bind,Cdc42 wt GTP,Rab2A wt mod,Avidin fluor,Mcl1-Bid inh,GSH bead fluor,Rab7 wt modul,Pf gametocyte
FC(F)Oc1ccc(NC(=S)NCc2ccccc2)cc1Cl,101,99,14,104,103,101,6,-57,17,99,/
Cc1cc(C)nc(N2CCCC(CCC(=O)NCc3ccc(F)c(F)c3)C2)n1 (centres undefined),98,92,9,97,95,100,3,-15,9,105,-21
CCOCCCNC(=O)C(c1ccc(Cl)cc1)N1CCC2(CC1)OCCO2 (centres undefined),100,97,10,104,101,99,32,-9,25,100,/

# (further entries)
SMILES,HRas wt GTP bind,Rac1 act GTP bind,Mcl1-Noxa inh,Rac1 wt GTP bind,Cdc42 wt GTP,Rab2A wt mod,Avidin fluor,Mcl1-Bid inh,GSH bead fluor,Rab7 wt modul,Pf gametocyte
Nc1nnc(SCC(=O)Nc2ccc3nc(SCC(=O)Nc4ccccc4)sc3c2)s1,101,99,44,103,99,100,23,34,11,99,-6
C/C(=N\NC(=O)C1(C)CC1(Br)Br)c1cccc(NC(=O)C2CCC2)c1 (centres undefined),97,98,6,100,100,97,3,-6,7,99,10
CCCCCCCCSc1nnc(-c2ccc(OC)cc2)o1,99,95,28,100,102,100,7,-7,52,100,4
COc1ccc(C)cc1NC(=O)CN(c1ccc(F)cc1)S(C)(=O)=O,100,98,7,100,102,100,6,-17,70,100,/
O=C(N/N=C/c1ccc[nH]1)c1ccc(O)cc1,?,?,24,?,?,?,10,-22,55,?,-1
CN(Cc1ccccc1)C(=O)CCNC(=O)Cn1cnc2ccccc2c1=O,104,102,12,104,104,107,12,-11,25,102,-8
O=C(Cc1ccc(Nc2nc(=S)[nH]c3ccccc23)cc1)NC1CCCCC1,68*,76*,25,57*,65*,66*,19,-41,38,82,/
COc1cc(/C=C/C(=O)CC(=O)/C=C/c2ccc(O)c(OC)c2)ccc1O,98,98,51*,99,103,103,12,1,13,100,/
C=CCn1c(/N=C/c2ccc3c(c2)OCO3)nc2ccccc21,101,102,-15,104,101,99,6,-5,15,102,/
CCN(CC)C(=O)CSC(=Nc1ccccc1F)NC#N,101,98,8,98,97,100,13,-15,40,105,29
COc1ccccc1/C=C/C=N/NC(=O)Cc1cccn1C,101,100,16,105,99,99,10,-72,5,102,9
COc1cc(/C=N/NC2=NC(C)(C)Cc3ccccc32)cc(OC)c1OC,99,98,13,98,96,97,8,-9,11,102,-6
Cc1ccc(OCC(O)Cn2c(=N)n(CCN3CCOCC3)c3ccccc32)cc1 (centres undefined),109,101,7,112,112,108,14,-33,13,111,/
COc1ccc(CN=C(N)N=C(N)N)cc1Cl,98,97,7,100,99,97,11,-20,12,97,-6
CCOC(=O)N/N=C(\C)c1ccc(C)o1,97,95,-4,98,99,99,11,-48,24,100,-6
C=CCOc1ccc(/C(CC)=N/O)cc1OC,81,92,-15,96,94,88,4,-52,44,84,/
COCC(=O)NNC(=O)Cc1ccc(Cl)cc1,96,97,2,101,98,97,15,-23,20,94,-10
Cc1ccccc1OCCNC(=S)Nc1ccccc1,98,97,12,96,97,98,11,-65,12,96,/
O=C(Nc1ccc2c(c1)OCO2)C1CCCN1C(=O)Nc1cccc(F)c1 (centres undefined),99,96,11,104,102,97,4,-27,38,101,-9
COCCCNC(=O)c1ccc2nc3ccccc3c(=O)n2c1,?,?,-1,?,?,?,37,-4,11,?,17
COc1ccc(C2C(C#N)=C(N)Oc3n[nH]c(C)c32)cc1Cn1cc([N+](=O)[O-])cn1 (centres undefined),101,98,27,95,98,99,35,-17,28,97,-9
CCCSC1=NN2CCCC(=O)N=C2S1,97,100,-13,96,98,99,5,-15,15,91,-7
O=C(O)c1ccccc1C(=O)N1CCN(c2cccc(Cl)c2)CC1,96,98,29,103,102,99,39,1,28,94,/
Cc1ccc(N(CC(=O)N/N=C/c2ccco2)S(=O)(=O)c2ccccc2)cc1,99,97,21,102,99,100,12,-35,27,100,/
COc1ccc(-c2ccc(-c3noc(C4CCCCC4)n3)c(OC)n2)cc1,100,99,-7,102,102,100,37,-12,13,103,/
O=S(=O)(Nc1ccc(-c2csc(-c3ccccc3)n2)cc1)c1ccccc1,97,99,9,105,98,96,4,12,10,93,-30
Cc1ccc(C2(c3noc(CN(C)CC4CCCCO4)n3)CCCC2)cc1 (centres undefined),97,96,12,101,96,95,10,-13,55,97,-16
O=C(CS(=O)(=O)Cc1ccccc1)NCc1ccc2c(c1)OCO2,101,98,3,103,101,99,14,-6,35,101,/
C=CCn1c(=O)c2c(nc3n2CC(C)CN3c2cccc(OC)c2)n(C)c1=O (centres undefined),96,95,-5,97,95,94,3,-13,22,91,/
Cc1ccc(S(=O)(=O)N2CCSC2C(=O)O)cc1 (centres undefined),103,98,18,105,103,104,5,20,28,102,-4
Cc1oc(-c2ccc(Cl)cc2)nc1CN1CCC(C(=O)NCc2cccs2)CC1,103,101,8,107,106,103,13,-27,34,103,/
Cc1ccc(C(=O)Nc2ccc(Cl)cc2C)c(Cl)c1,95,94,16,98,97,95,12,-2,13,93,19
CN(C)/C(Cn1cncn1)=C1/N=C(c2c(F)cccc2F)OC1=O,101,98,12,103,98,102,6,-57,18,108,-10
COc1ccc(C2/C(=C(/O)c3ccc4c(c3)CC(C)O4)C(=O)C(=O)N2CCN2CCOCC2)cc1 (centres undefined),101,98,17,100,101,101,9,-36,16,103,/
COc1ccc2cc(C(=O)NCc3ccco3)c(=Nc3ccc(C(=O)O)cc3)oc2c1,97,95,1,94,95,98,32,-18,10,97,/
COC(=O)c1ccc(C2/C(=C(/O)c3ccc(OC(C)C)cc3)C(=O)C(=O)N2c2cc(C)on2)cc1 (centres undefined),?,?,24,?,?,?,24,-17,21,?,-10
COc1ccc(OCC2CCCN(Cc3nc(CC4CC4)no3)C2)cc1 (centres undefined),99,94,5,101,95,96,12,-52,14,104,10
Brc1ccc(Cn2c(-c3cncs3)nc3ccccc32)cc1,?,?,-10,?,?,?,5,5,14,?,18
CC1CC(C)CN(C(=O)c2cn(C)c3ccc(S(=O)(=O)N(C)C)cc3c2=O)C1 (centres undefined),101,100,2,106,104,103,9,-15,22,103,/
CC(C)(C)C(=O)NC1(C(F)(F)F)NC(=O)N(c2ccc(F)cc2)C1=O (centres undefined),98,98,15,91,100,94,10,-31,19,97,-2

# Rewritten as labelled records: part of the list above
COC(=O)c1ccc(C2/C(=C(/O)c3ccc(OC(C)C)cc3)C(=O)C(=O)N2c2cc(C)on2)cc1 (centres undefined)
  HRas wt GTP bind = ?
  Rac1 act GTP bind = ?
  Mcl1-Noxa inh = 24
  Rac1 wt GTP bind = ?
  Cdc42 wt GTP = ?
  Rab2A wt mod = ?
  Avidin fluor = 24
  Mcl1-Bid inh = -17
  GSH bead fluor = 21
  Rab7 wt modul = ?
  Pf gametocyte = -10
COc1ccc(OCC2CCCN(Cc3nc(CC4CC4)no3)C2)cc1 (centres undefined)
  HRas wt GTP bind = 99
  Rac1 act GTP bind = 94
  Mcl1-Noxa inh = 5
  Rac1 wt GTP bind = 101
  Cdc42 wt GTP = 95
  Rab2A wt mod = 96
  Avidin fluor = 12
  Mcl1-Bid inh = -52
  GSH bead fluor = 14
  Rab7 wt modul = 104
  Pf gametocyte = 10
Brc1ccc(Cn2c(-c3cncs3)nc3ccccc32)cc1
  HRas wt GTP bind = ?
  Rac1 act GTP bind = ?
  Mcl1-Noxa inh = -10
  Rac1 wt GTP bind = ?
  Cdc42 wt GTP = ?
  Rab2A wt mod = ?
  Avidin fluor = 5
  Mcl1-Bid inh = 5
  GSH bead fluor = 14
  Rab7 wt modul = ?
  Pf gametocyte = 18
